Bioassay records from PubChem.
Growth percent in the NCI-60 one-dose screen (48 h, 10 µM unless noted): 100 = growth as untreated, 0 = no growth, -100 = all killed.
NCI-H522: NCI-H522 lung cancer | AID 1794739 | 78,000 tested, 8% active
OVCAR-3: OVCAR-3 ovarian cancer; 79,000 tested, 7% active; AID 1794787
SK-OV-3: SK-OV-3 ovarian cancer cells | AID 1794785 | 80,000 tested, 3.2% active
OVCAR-8: OVCAR-8 ovarian cancer. AID 1794782. 81,000 tested, 4.4% active
OVCAR-5: OVCAR-5 ovarian cancer | 82,000 tested, 2.9% active | AID 1794783
NCI-H23: NCI-H23 lung cancer; 80,000 tested, 4% active
NCI/ADR-RES: NCI/ADR-RES ovarian cells. 81,000 tested, 4.4% active. AID 1794790
OVCAR-4: OVCAR-4 ovarian cancer cells; 80,000 tested, 3.7% active
IGROV1: IGROV1 ovarian cancer | 79,000 tested, 4.7% active | AID 1794786
Active calls of the source: *; nt = not tested or not shown; & = joins results of further samples; [ ] = remark or other dose. The calls were made as follows: active = growth percent below 10; inactive = the rest.

SMILES	NCI-H522	OVCAR-3	SK-OV-3	OVCAR-8	OVCAR-5	NCI-H23	NCI/ADR-RES	OVCAR-4	IGROV1
Cc1c(-[n+]2noc(=O)[nH]2)no[n+]1[O-]	89	111	nt	106	102	102	106	107	105
Cc1nc(/N=C(\N)NC(=O)Nc2ccccc2Cl)sc1C	19	12	45	34	51	43	16	55	43
Cc1ccc(/C=C2\SC(=S)NC2=O)s1	nt	129	105	105	101	96	105	nt	127
O=C(CCl)N1CCCc2ccccc21	97	95	119	107	99	101	97	102	106
Cc1ccc(S(=O)(=O)N2CC=C(N)N2)cc1	78&92	100&105	108&94	99&98	109&102	105&95	111&95	99&102	110&114
Fc1cccc(COc2ccc(Nc3ncnc4sc5c(c34)CCCC5)cc2Cl)c1	44	81	19	97	95	92	88	98	49
CC(=O)CCSc1ccc(O)cc1	76	103	106	94	111	100	104	104	107
O=C(C[C@]1(O)C(=O)Nc2ccccc21)c1ccc(O)cc1O	96	87	80	93	77	101	96	100	72
O=CNCCO	93	114	99	93	81	83	90	93	87
CCCCCCC1(/C=N/NC(N)=O)NC(=O)NC1=O (centres undefined)	58	111	83	105	89	94	100	98	105
CC(=O)c1cc(Br)ccc1O	87	118	126	112	92	105	107	105	136
OCC(O)C1OC(c2ccco2)OC(CO)C1O (centres undefined)	103	122	101	108	100	107	107	111	114
COc1ccc(-c2c(C#N)c(N)n3nc(N)c(C#N)c3c2C#N)cc1	72	72	97	96	99	102	104	100	100
O=C(CCCCC(=O)Nc1ccc(C2=NCCN2)cc1)Nc1ccc(C2=NCCN2)cc1	88	111	109	100	121	88	102	112	104
Clc1ccccc1-c1nnc(Cn2c(COc3cccc4ccccc34)nc3ccccc32)o1	74	82	93	84	89	76	83	93	59
COc1ccc(C2NN=C3c4ccccc4CCC32)cc1 (centres undefined)	47	38	77	80	90	68	30	71	17
CN(Cc1ccccc1)c1nc(Cl)c(C2CC(c3ccc(F)cc3)=NN2c2cc(Cl)cc(Cl)c2)s1 (centres undefined)	84	104	95	104	101	100	107	99	103
Cc1cc2c(cc1Cl)C(=O)/C(=C/c1ccc(O)c(O)c1)O2	97	114	110	109	116	97	111	105	91
C/C=C(C)/C=N/Nc1nc(-c2ccc(Cl)cc2)cs1	81	100	99	92	104	83	97	84	76
CCOC(=O)C1CCC(=O)C=C1C (centres undefined)	94	113	109	100	107	100	110	nt	100
CC1(c2cc(NC(=O)Cc3ccc(F)c(Cl)c3)n(CC3CCCCC3)n2)CC1	93	111	117	105	103	100	104	102	98
Nc1nc(Nc2ccc(Cl)cc2)nn1S(=O)(=O)c1ccc(-c2ccc(F)cc2)cc1	75	92	nt	84	86	92	83	89	76
COc1cc(-c2ccc(NC(=O)NCN3CCOCC3)c(OC)c2)ccc1NC(=O)NCN1CCOCC1	100	109	107	98	105	100	103	108	103
CC(=O)n1nc(C2=C(c3cccs3)NC(=S)NC2C)cc1-c1ccc(C)o1 (centres undefined)	90	99	74	105	97	96	96	108	89
CCCCN(Cc1c(O)ccc2ccccc12)Cc1c(O)ccc2ccccc12	114	90	97	101	99	87	92	102	56
Cc1nc2ncc(-c3ccc4ncnc(NCc5ccccc5)c4c3)cc2[nH]1	nt	39	53	77	43	68	104	48	17
COc1ccc(C(Cc2ccccc2)NC(CO)(CO)CO)cc1 (centres undefined)	96	110	99	120	102	95	99	98	105
C=CSC(=S)Sc1ccccc1	111	104	102	104	100	99	99	101	104
CCOC(=O)C#Cc1c(CC(=O)OCC)nnn1[C@H]1O[C@@H](CO)[C@@H]2OC(C)(C)O[C@@H]21	-58*	9.9*	94	95	94	95	102	88	98
COc1cc2c3cc1Oc1c(OC)c(OC)cc4c1C(Cc1ccc(O)c(c1)Oc1ccc(cc1)CC3N(C)CC2)N(C)CC4 (centres undefined)	-34*	19	43	7.7*	-0.2*	11	1.0*	14	14
COc1ccc(NC(N)=O)cc1	95	111	94	100	123	107	106	99	114
Cc1nn(Cc2ccccc2)cc1C(=O)Nc1sc2c(c1C(N)=O)CCC(=O)C2	-3.2*	9.5*	116	20	74	13	72	-8.0*	34
CCCCCCC1N=C(N)N=C(N)N1c1cccc(Cl)c1 (centres undefined)	80	41	45	36	59	6.8*	111	44	58
C#C[C@]1(O)CC[C@H]2[C@@H]3CC=C4c5sc(-c6c(Cl)cccc6Cl)nc5CC[C@]4(C)[C@H]3CC[C@@]21C	96	100	103	98	96	94	98	106	101
CC(=O)c1nn(-c2ccccc2)c2nc3nc(-c4cc5ccccc5o4)cc(-c4c[nH]c5ccccc45)c3c(=O)n12	87	104	103	94	109	98	100	102	82
O=C1CC(c2ccc(F)cc2)c2cnn(Cc3ccc4c(c3)OCO4)c2N1 (centres undefined)	63	110	89	95	98	96	102	94	100
Cc1cc2c(cc1Cl)C(=O)/C(=C/c1ccc(F)cc1)O2	66	124	100	97	106	86	93	91	21
C[N+](C)(C)C[C@H](O)CC(=O)[O-]	93	105	97	97	93	98	99	104	107
O=C1Nc2ccccc2/C1=N/n1c(N/N=C/c2cccnc2)n[nH]c1=S	nt	118	98	103	102	86	105	86	65
CC(C)=CCC[C@](C)(O)[C@H]1CC[C@]2(C)[C@@H]1CC[C@@H]1[C@@]3(C)C/C(=C/c4ccc(Br)cc4)C(=O)C(C)(C)[C@@H]3CC[C@]12C	96	87	96	85	101	85	98	78	101
O=C(N=Nc1c(O)[nH]c2ccc(Cl)cc12)c1cc2ccccc2[nH]1	85	102	121	100	110	100	103	108	89
Cn1nc(C(=O)Cl)c(=O)[nH]c1=O	95	128	112	110	112	112	111	109	101
Cn1cnc2c1c(=O)n(CC(=O)Nc1ccc(S(=O)(=O)Nc3ncccn3)cc1)c(=O)n2C	85	113	91	99	100	102	111	105	105
Cc1ccc(S(=O)(=O)Nc2ccc(-c3cc(-c4cccc(C)c4)c(C#N)c(=O)[nH]3)cc2)cc1	86	79	93	68	93	72	84	62	67
COc1ccc(-c2cc(C(=O)Nc3nc4ccc(OC)cc4s3)nc3cc(-c4ccccc4)nn23)cc1	159	108	90	101	98	93	104	103	109
CCOC(CN=Cc1cc(C)c2[nH]c3ccccc3c2c1C)OCC	113	104	111	95	83	98	101	98	102
O=CC(O)C(O)C(O)C(O)C(O)CO (centres undefined)	106&115	130&109	115&98	102&95	98&107	113&98	110&100	109&107	135&102
Cn1c(N)nc2c1c(=O)[nH]c(=O)n2C	92	109	100	100	105	102	110	115	108
Cc1c(C(=O)NCCC(=O)NO)sc2ncnc(Nc3ccc(NC(=O)Nc4cccc(C(F)(F)F)c4)cc3)c12	94	112	115	102	104	100	103	105	102
COc1cc(OC)c(Cl)c(OC)c1	106	115	108	106	92	105	105	106	117
CC1Cc2c(NCc3ccccc3)ncnc2N(C)c2ccc(Cl)cc21 (centres undefined)	31	56	70	75	103	71	30	91	71
CC(=O)OC1Oc2cc(C)c(C)cc2-c2oc(=O)c(-c3ccc(F)cc3)cc21 (centres undefined)	15	nt	79	82	86	65	29	73	54
CCOC(=O)c1cn2c3c(c(C)cc(C)c3c1=O)C(=O)/C(=C/c1cccc(Cl)c1Cl)C2	72	90	57	81	96	85	95	79	79
COc1c(/C(C)=N/N=c2sc(C(C)=O)nn2-c2ccc(Cl)cc2)c(Oc2ccccc2)c(OC)c2occc12	80&92	102&102	107&137	102&102	98&104	98&90	100&96	98&102	95&102
N#Cc1cc2n(c1N)C(=S)N(c1ccccc1)C2=O	97	107	112	103	107	102	105	99	105
CCCC(=O)Oc1ccc(C(C)C)cc1	101	104	99	99	98	103	104	105	111
S=C(Nc1ccc(C2=NCCN2)cc1)Nc1ccc(C2=NCCN2)cc1	97	110	108	96	98	83	93	nt	108
O=C(c1ccc(Cc2n[nH]c(=O)c3cccnc23)cc1)N1CCN(c2ccc(C(F)(F)F)cc2)CC1	74	102	102	96	86	81	94	80	89
COc1cc2c(c(OC)c1OC)-c1ccc(OC)c(=O)cc1[C@@H](NC(=O)CCl)CC2	-27*	8.9*	15	8.5*	22	5.7*	-39*	43	14
COc1ccc(-c2cc3cnc4ccc(Br)cc4c3oc2=O)cc1	115	103	107	111	103	102	101	109	102
The list continues:
SMILES	NCI-H522	OVCAR-3	SK-OV-3	OVCAR-8	OVCAR-5	NCI-H23	NCI/ADR-RES	OVCAR-4	IGROV1
COc1cccc2occ(/C=N/N=c3/sc(C(C)=O)nn3-c3ccc(Cl)cc3)c(=O)c12	92	109	106	98	103	94	102	99	107
Cn1ncc2ccc(-c3nc(-c4ccccc4)[nH]c3-c3n[nH]c(=O)n3C3CC3)cc21	81	107	95	99	98	94	107	94	111
C=C[C@]1(C)C=C2CC[C@@H]3C(C)(C)C(=O)CC[C@@]3(C)[C@@H]2CC1	95	109	111	103	111	104	110	102	11
CCN(CC)CCCN1C(=O)c2c(c(C)c3c(oc4ccc(O)cc43)c2C)C1=O	80	56	109	-32*	103	93	-63*	-35*	75
CC1(C)CC[C@]2(c3nnc(-c4ccncc4)o3)CC[C@H]3C(=CC[C@H]4[C@@]3(C)CC[C@H]3C(C)(C)C(=O)CC[C@]43C)[C@@H]2C1	64	45	83	87	96	72	82	70	72
O=C(Cc1c[nH]c2ccccc12)N=Nc1c(O)[nH]c2ccc([N+](=O)[O-])cc12	97	105	109	96	109	98	102	111	103
CCCOS(=O)(=O)c1ccc(C)cc1	110	106	97	104	83	87	88	87	99
Cc1ccn(C)c(=N)c1	94	100	95	97	101	96	100	102	84
COc1ccc(NC(=O)Cn2nncc2COc2ccc3ccccc3c2C=O)cc1	97	110	nt	99	104	100	98	104	100
CC(=O)C[n+]1cccc2c3ccccc3ccc21	83	70	96	81	103	85	107	64	95
Cc1c(-c2cnc3ccc(F)cc3c2C(=O)O)nnn1-c1ccc(Cl)cc1	87	123	89	98	92	108	112	111	110
COc1ccc2nc3ccccc3c(NCc3ccccc3)c2c1	35	41	45	28	29	22	18	41	16
S=C(Nc1ccccc1)c1ccccn1	74	68	91	91	89	88	93	100	1.4*
CN1C[C@H](C2CCCCC2)C(C(=O)C2CCCCC2)[C@]12C(=O)NC1CCCCC12 (some centres undefined)	65[20 µM]	101[20 µM]	97[20 µM]	100[20 µM]	101[20 µM]	92[20 µM]	80[20 µM]	90[20 µM]	88[20 µM]
COc1ccc(C2CC(c3cccs3)=NN2c2ccc(S(N)(=O)=O)cc2)cc1 (centres undefined)	70	92	88	84	95	104	77	107	nt

By substructure, those above containing an NH in an aromatic ring (12)
SMILES	NCI-H522	OVCAR-3	SK-OV-3	OVCAR-8	OVCAR-5	NCI-H23	NCI/ADR-RES	OVCAR-4	IGROV1
Cc1c(-[n+]2noc(=O)[nH]2)no[n+]1[O-]	89	111	nt	106	102	102	106	107	105
Cc1nc2ncc(-c3ccc4ncnc(NCc5ccccc5)c4c3)cc2[nH]1	nt	39	53	77	43	68	104	48	17
CC(=O)c1nn(-c2ccccc2)c2nc3nc(-c4cc5ccccc5o4)cc(-c4c[nH]c5ccccc45)c3c(=O)n12	87	104	103	94	109	98	100	102	82
O=C1Nc2ccccc2/C1=N/n1c(N/N=C/c2cccnc2)n[nH]c1=S	nt	118	98	103	102	86	105	86	65
O=C(N=Nc1c(O)[nH]c2ccc(Cl)cc12)c1cc2ccccc2[nH]1	85	102	121	100	110	100	103	108	89
Cn1nc(C(=O)Cl)c(=O)[nH]c1=O	95	128	112	110	112	112	111	109	101
Cc1ccc(S(=O)(=O)Nc2ccc(-c3cc(-c4cccc(C)c4)c(C#N)c(=O)[nH]3)cc2)cc1	86	79	93	68	93	72	84	62	67
CCOC(CN=Cc1cc(C)c2[nH]c3ccccc3c2c1C)OCC	113	104	111	95	83	98	101	98	102
Cn1c(N)nc2c1c(=O)[nH]c(=O)n2C	92	109	100	100	105	102	110	115	108
O=C(c1ccc(Cc2n[nH]c(=O)c3cccnc23)cc1)N1CCN(c2ccc(C(F)(F)F)cc2)CC1	74	102	102	96	86	81	94	80	89
Cn1ncc2ccc(-c3nc(-c4ccccc4)[nH]c3-c3n[nH]c(=O)n3C3CC3)cc21	81	107	95	99	98	94	107	94	111
O=C(Cc1c[nH]c2ccccc12)N=Nc1c(O)[nH]c2ccc([N+](=O)[O-])cc12	97	105	109	96	109	98	102	111	103

No enrichment for hits; overall some 11% were active at least once.
